Screening results: PubChem, several laboratories
FXIa inh: human FXIa protease inhibitors, primary screen, biochemical, 1536-well | Coagulation factor XI (Homo sapiens), P03951 | purified FXIa, Boc-Glu-Ala-Arg-AMC fluorogenic substrate | inhibition, % at 5 µM | 220,000 tested, 0.14% active | AID 798, 2007;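 active means inhibition of at least 40%; inactive means inhibition below 40%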;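 further: fluorescence of freed AMC excited at 355 nm; 0% = enzyme without compound and 100% = no enzyme blank; many of its hits are not listed in these tables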
Hck Nef HTS: inhibitors of Nef-activated human Hck kinase, primary screen, biochemical, Z-Lyte FRET, 384-well, Hck-YEEI; Tyrosine-protein kinase HCK (Homo sapiens), P08631; Recombinant Hck-YEEI plus Nef, Z-Lyte FRET kinase assay; inhibition, % at 20 µM; 220,000 tested, 0.68% active;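 active means Hck-Nef kinase inhibition above about 50%, limit read from the data; inactive means inhibition below that limit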;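 further: 0% = DMSO with Hck plus Nef and 100% = Hck alone without Nef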
Target sequence (P08631 whole entry, looked up): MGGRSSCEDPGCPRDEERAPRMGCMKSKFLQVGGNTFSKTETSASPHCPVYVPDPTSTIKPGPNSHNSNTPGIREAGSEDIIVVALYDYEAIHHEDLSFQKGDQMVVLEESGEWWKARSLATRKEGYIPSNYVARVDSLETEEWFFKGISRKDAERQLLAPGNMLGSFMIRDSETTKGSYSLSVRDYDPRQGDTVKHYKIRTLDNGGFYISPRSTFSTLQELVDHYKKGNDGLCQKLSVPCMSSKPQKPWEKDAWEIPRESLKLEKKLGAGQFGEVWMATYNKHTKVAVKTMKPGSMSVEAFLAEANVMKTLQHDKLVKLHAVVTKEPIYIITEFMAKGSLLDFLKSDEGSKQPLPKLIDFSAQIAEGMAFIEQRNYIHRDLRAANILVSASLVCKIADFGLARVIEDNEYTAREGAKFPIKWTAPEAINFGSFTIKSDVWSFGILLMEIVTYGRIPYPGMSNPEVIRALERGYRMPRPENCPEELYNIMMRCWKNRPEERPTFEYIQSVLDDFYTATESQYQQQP
Thrombin inh: human alpha-thrombin inhibitors, primary screen, counter-screen for coagulation protease inhibitor project, biochemical, 1536-well, fluorogenic AMC substrate | Prothrombin (Homo sapiens), P00734 | 220,000 tested, 0.26% active | inhibition, % at 5 µM | Boc-VPR-AMC fluorogenic substrate cleavage;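 active means inhibition at or above 40%; inactive means inhibition below 40%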;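 further: 0% = enzyme with no compound and 100% = wells without enzyme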
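signal = AMC fluorescence, 355/460 nm | material = human alpha-thrombin enzyme | control set = enzyme without compound as high, wells lacking enzyme as low | times = reaction at room temperature | read-out basis = percent inhibition scaled between no-compound controls and no-enzyme blanks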
FXIIa inh: human FXIIa protease inhibitors, primary screen, biochemical, 1536-well; Coagulation factor XII (Homo sapiens), P00748; inhibition, % at 5 µM; purified FXIIa, Boc-QGR-AMC fluorogenic substrate, 2 h; 220,000 tested, 0.3% active; AID 800, 2007; in the data active means inhibition above about 40%;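 further: 0% = enzyme with no compound and 100% = blank without enzyme; many of its hits are not listed in these tables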
Cl transport mod: KCC2 cotransporter modulators, thallium flux, primary screen, cell-based, HEK293 KCC2, FluoZin-2 fluorescence, MLSMR | KCC2 cells, thallium flux FluoZin-2 fluorescence | 190,000 tested, 2.2% active | B-score of Tl+ flux slope (higher = more flux/activation; lower = inhibition) at 10 µM | Solute carrier family 12 member 5 (Homo sapiens), Q9H2X9 | AID 1456, 2008;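 active means thallium flux slope and its plate-corrected score both differing from the plate sample mean at a set confidence after two filtering rounds, in either direction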;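 further: slope of fluorescence scaled to starting intensity during 10 to 20 s after thallium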
hK5 inh: human KLK5 protease inhibitors, primary screen, biochemical, 1536-well; recombinant hK5, fluorogenic AMC substrate cleavage; AID 873, 2007; 210,000 tested, 0.59% active; Kallikrein-5 (Homo sapiens), Q9Y337; inhibition, % at 5 µM;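 active means inhibition of 40% or more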;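 further: 0% = enzyme controls without compound and 100% = no-enzyme blanks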
Rad51 HR inh: human RAD51 strand exchange inhibitors, primary screen, biochemical, fluorescence | inhibition, % at 10 µM | hRad51 DNA strand exchange, fluorescence dequenching | 200,000 tested, 0.085% active;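 active means inhibition above 40% at the single screening dose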;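 further: 0% = DMSO control wells and 100% = blanks with heterologous ssDNA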
Target sequence (Q06609 whole entry, looked up): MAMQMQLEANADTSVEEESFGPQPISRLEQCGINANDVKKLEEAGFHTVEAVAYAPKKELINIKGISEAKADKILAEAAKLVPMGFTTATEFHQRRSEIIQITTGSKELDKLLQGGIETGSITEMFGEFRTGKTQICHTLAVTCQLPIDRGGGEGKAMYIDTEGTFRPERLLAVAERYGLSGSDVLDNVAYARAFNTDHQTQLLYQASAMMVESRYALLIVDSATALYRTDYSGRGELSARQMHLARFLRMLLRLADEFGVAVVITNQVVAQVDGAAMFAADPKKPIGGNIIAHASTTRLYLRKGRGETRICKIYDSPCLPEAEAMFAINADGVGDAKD
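Test system: preformed human Rad51 ssDNA filaments. Compound dosing: single dose, 10 µM final compound. Incubation: filaments 15 min 37 °C, then compound 30 min. Technique: FRET fluorescence dequenching, excitation 485 nm, emission 520 nm. Read-out basis: percent inhibition from fluorescence, normalised to plate control and blank means. Benchmarks: plate controls and plate blanks.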
TNF necrop inh: inhibitors of TNF-alpha triggered necroptosis, primary screen, cell-based, Jurkat FADD-/-, single concentration; 220,000 tested, 0.068% active; Jurkat FADD-/- TNF necroptosis rescue, ATP luminescence, 24 h; 0 = TNF only, 100 = no-TNF cells; activation (protection from cell death), % at 10 µM; AID 463075, 2010;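 active means activation, meaning protection from cell death, of at least 50% relative to plate controls; inactive means activation below 50%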;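 further: necroptosis triggered by 40 ng/mL TNF-alpha added together with compound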
zVAD death inh: inhibitors of zVAD-triggered necroptosis, primary screen, L929 cells; AID 1377, 2008; L929 zVAD necroptosis rescue, ATP luminescence, 24 h; with zVAD 60 µM; viability rescue, % at 10 µM; 220,000 tested, 0.38% active;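 active means activation, scaled between plate controls, above about 75%, limit read from the data; inactive means activation under that limit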;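 further: 0% = zVAD with DMSO and 100% = DMSO alone without zVAD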
An asterisk follows results filed as active; / = no result given. Some of the compounds tested; count on the stated rates, not on these rows.

SMILES	FXIa inh	Hck Nef HTS	Thrombin inh	FXIIa inh	Cl transport mod	hK5 inh	Rad51 HR inh	TNF necrop inh	zVAD death inh
COc1ccc(C(=O)NCC(=O)N/N=C(\C)c2ccco2)cc1OC	3.4	14.7	2.9	6.9	0.241	6.4	31.1	0.7	1.1
CC(NC(=O)C(C)(C)C)C(c1cccs1)N1CCOCC1 (stereo not drawn)	2.0	21.1	-8.0	3.0	0.51	1.5	/	3.1	-0.8
CCc1cc2cc(OC)ccc2nc1SCC(=O)Nc1cc(OC)c(OC)cc1C(=O)O	-1.3	23.4	2.4	6.8	-2.58	-0.8	7.1	0.0	6.8
CCCNS(=O)(=O)c1cccc2cccnc12	-3.8	0.5	-4.6	4.4	-0.129	-1.6	2.3	0.4	1.2
CCOC(=O)CNC(=O)Cn1cnc2ccc(S(=O)(=O)N3CCC(C)CC3)cc2c1=O	4.0	-0.1	2.1	13.7	/	-8.2	-4.0	1.0	2.5
CC(=O)Nc1ccc(S(=O)(=O)NC2(C(F)(F)F)NC(=O)N(C3CCCCC3)C2=O)cc1 (stereo not drawn)	8.1	-1.7	2.2	12.2	/	-7.0	-9.6	1.3	1.0
CN(c1ccc(C(=O)NCCSCc2c(F)cccc2Cl)cc1)S(C)(=O)=O	2.0	-0.6	-1.7	11.1	-0.048	/	/	0.3	1.4
CC(=O)c1ccc(O)c(CC=C(C)C)c1	3.4	23.9	4.4	9.5	0.298	3.9	7.3	11.0	1.2
CCn1c(SCC(=O)Nc2sc3c(c2C#N)CCCC3)nnc1-c1ccncc1	6.1	0.1	3.3	11.6	-0.234	-6.2	-1.2	5.9	-0.2
Cc1ccc(/C=C2\SC(=S)N(CCC(=O)NNC(=O)c3cccnc3)C2=O)cc1	9.7	2.7	9.8	4.8	-0.0424	-22.3	-0.2	-1.7	2.4
CC(C)c1cccc(C(C)C)c1NC(=O)c1ccc(OCC(=O)NCc2ccccc2)cc1	9.2	2.3	2.3	12.1	1.05	-3.1	/	1.1	-0.7
O=C(Cn1cnc2ccccc21)N/N=C/c1ccccc1[N+](=O)[O-]	6.5	1.2	-5.7	3.6	0.98	-2.2	-2.6	0.9	-0.6
O=C(COc1cccc2c1CCN(Cc1ccccc1F)C2=O)N1CCOCC1	6.6	18.9	-4.4	7.1	-0.0257	9.4	-2.9	0.7	11.4
O=C(O)c1cc(C(F)(F)F)nc2c(C(F)(F)F)cccc12	-2.0	3.8	-2.6	6.9	-0.168	-0.7	-8.6	0.6	0.9
Cc1ccc2cc3c(nc2c1)OCC3	0.3	26.8	-0.2	11.6	-0.697	2.4	-3.0	0.4	0.5
CCOC(=O)c1c(N)sc2c1CCC(CC)C2 (stereo not drawn)	-3.8	-20.7	-4.2	9.2	0.388	-10.6	0.6	-1.0	-0.2
O=C1/C(=C/c2ccncc2)Oc2cc(OS(=O)(=O)c3ccccc3)ccc21	-3.0	-12.4	-8.3	1.2	0.133	-1.3	/	-10.5	-0.4
Cc1ccc(-c2nn(CCC(=O)NN3CCOCC3)c(=O)c3ccccc23)cc1	9.0	3.7	-0.8	7.8	-0.463	20.6	16.4	-4.9	-0.1
O=C(Cn1cc2c(n1)CCCCC2)NC1CCCCCC1	3.4	-2.5	2.4	17.8	-0.802	-1.8	2.1	1.9	-0.1
Cc1nccn1CCCNC(=O)CC1C(=O)NCCN1Cc1ccccc1C(F)(F)F (stereo not drawn)	2.7	-17.2	-2.9	9.5	1.89	1.7	/	0.0	0.6

Six entries drawn at random from the list so far, as already listed:
SMILES	FXIa inh	Hck Nef HTS	Thrombin inh	FXIIa inh	Cl transport mod	hK5 inh	Rad51 HR inh	TNF necrop inh	zVAD death inh
O=C(COc1cccc2c1CCN(Cc1ccccc1F)C2=O)N1CCOCC1	6.6	18.9	-4.4	7.1	-0.0257	9.4	-2.9	0.7	11.4
Cc1ccc2cc3c(nc2c1)OCC3	0.3	26.8	-0.2	11.6	-0.697	2.4	-3.0	0.4	0.5
CC(C)c1cccc(C(C)C)c1NC(=O)c1ccc(OCC(=O)NCc2ccccc2)cc1	9.2	2.3	2.3	12.1	1.05	-3.1	/	1.1	-0.7
CN(c1ccc(C(=O)NCCSCc2c(F)cccc2Cl)cc1)S(C)(=O)=O	2.0	-0.6	-1.7	11.1	-0.048	/	/	0.3	1.4
CC(NC(=O)C(C)(C)C)C(c1cccs1)N1CCOCC1 (stereo not drawn)	2.0	21.1	-8.0	3.0	0.51	1.5	/	3.1	-0.8
Cc1ccc(/C=C2\SC(=S)N(CCC(=O)NNC(=O)c3cccnc3)C2=O)cc1	9.7	2.7	9.8	4.8	-0.0424	-22.3	-0.2	-1.7	2.4

(listing goes on)
SMILES	FXIa inh	Hck Nef HTS	Thrombin inh	FXIIa inh	Cl transport mod	hK5 inh	Rad51 HR inh	TNF necrop inh	zVAD death inh
CC1CN(c2ccc([N+](=O)[O-])cc2C(=O)N2CCOCC2)CC(C)N1 (stereo not drawn)	4.1	5.4	-5.8	10.6	0.588	-20.8	5.4	2.0	-0.3
Cc1cc(NC(=O)CSc2nc3c(c(=O)n2Cc2ccccc2)SC(C)C3)no1 (stereo not drawn)	3.7	30.5	-3.3	12.5	-0.0664	4.7	8.3	1.4	-0.7
Cc1cc(C)n(-c2cc(C(C)(C)C)nc3c(-c4ccccc4)cnn23)n1	-6.4	18.8	-4.2	4.3	0.127	-1.9	-8.1	2.8	2.5
COc1cccc(NC(=S)N(CCN(C)C)C(C)c2ccco2)c1 (stereo not drawn)	5.5	3.0	1.6	13.7	1.03	-23.5	-7.2	1.7	0.3
Cc1cccc(CSc2ccc3nnc(-c4cccnc4)n3n2)c1	22.2	3.7	-6.3	8.3	0.342	-11.0	3.5	-8.6	-0.2
O=S(=O)(c1ccc(OCC(O)CN2CCC(Cc3ccccc3)CC2)cc1)N1CCOCC1 (stereo not drawn)	-11.0	-0.5	-4.9	-11.3	-0.781	0.1	3.8	-0.1	-0.3
C/C(=N\NC(=O)CC1N=C(Cc2ccccc2)NNC1=O)c1ccc(Br)cc1 (stereo not drawn)	-3.2	6.3	3.4	6.2	-0.105	-5.3	20.7	-2.5	1.4
COC(=O)c1c(Cl)c2n3ccccc3c(C)c(-c3ccccc3)c-2c1C(=O)OC	5.2	1.8	-1.6	8.2	-0.487	-11.7	2.6	-0.8	-0.6
N#Cc1c(NC(=O)c2cc(C3CC3)on2)sc2c1CCC2	3.3	1.0	-6.3	14.2	2.77	-4.5	-0.4	-3.3	2.5
Cc1ccc(C(=O)N2NC(c3ccccc3F)C3C(=O)N(c4cccc(C)c4)C(=O)C32)cc1 (stereo not drawn)	-2.0	-7.7	-2.5	0.7	-0.398	-11.1	/	1.7	3.1
O=C(Cc1sc(-c2ccccc2)nc1-c1ccccc1)Nc1ccc(Cl)cc1	0.8	0.8	-4.7	3.0	-1.16	1.9	1.9	1.3	0.6
Cc1cc(C(=O)NC(C)C2CCCO2)no1 (stereo not drawn)	11.8	-27.9	0.9	/	-0.361	13.8	-7.1	0.6	0.2
CCOc1ccc(-c2cc(C(=O)NCCCn3ccnc3)c3ccccc3n2)cc1	2.1	15.5	-4.9	7.8	0.481	4.8	/	-0.4	0.6
COc1cc(CNCCNCC(C)O)ccc1OCc1ccc(Cl)nc1 (stereo not drawn)	12.8	-4.4	18.3	17.9	0.294	28.4	8.3	1.4	0.4
CN(C)/C=C1/C=C(c2ccccc2)OC1=O	-2.6	2.8	-3.9	7.3	-1.4	4.8	-1.4	-1.4	0.6
Cc1nn(-c2ccccc2)c(Cl)c1/C=N/NC(=O)OC(C)(C)C	0.7	0.2	-2.2	2.1	-0.394	-7.3	4.8	-6.5	5.5
O=S(=O)(/N=C(\Sc1ccc(Cl)cc1)c1ccccc1)c1ccccc1	-0.6	-0.9	1.4	3.1	0.623	-11.7	5.1	-19.9	-0.2
O=S(=O)(Nc1ccc2ccccc2n1)c1ccc2c(c1)CCO2	-7.1	-0.8	-3.6	0.2	-1.14	-11.8	7.4	4.2	0.0
Cc1ccc(C(=O)N2CC3(C)CN(C(=O)c4ccc(C)cc4)CC(C)(C2)C3=O)cc1	5.4	4.8	-5.6	3.6	-1.41	-15.2	1.4	1.4	0.2
O=[N+]([O-])c1ccc(/C=N/Nc2nc(N3CCOCC3)nc(N3CCOCC3)n2)cc1	1.9	25.2	-6.1	10.5	-0.000363	18.0	0.5	0.1	2.7
CCOC(=O)c1csc(N)n1	-0.3	23.2	-10.4	3.9	0.666	9.4	7.2	-0.2	0.7
CCOC(=O)C1(C(=O)O)NC(=O)CC1c1ccccc1 (stereo not drawn)	-0.5	-2.0	-5.0	9.4	0.904	-2.5	3.9	-0.1	0.1
CC(C)CC(=O)Nc1ccc(N2CCOCC2)cc1	-3.3	-0.2	-7.3	1.0	1.97	-6.9	-3.3	0.3	-0.1
O=C1c2ccccc2-c2ncnc3c(N4CCOCC4)cc(N4CCOCC4)c1c23	9.5	9.2	3.0	14.2	-0.539	1.3	-36.4	-5.0	20.1
CCC(C)(C)NC(=O)CN(Cc1cccs1)C(=O)CCC(=O)Nc1nccs1	-2.9	2.6	-6.0	9.0	0.519	-12.1	1.2	-1.2	0.0
Cc1ccc(S(=O)(=O)n2ccc(=O)[nH]2)cc1	5.3	-3.8	2.0	11.4	-2.23	7.7	-8.7	-0.8	-0.4
CCCOC(=O)C1=C(C)NC2=C(C(=O)CCC2)C1c1ccc(N(C)C)cc1 (stereo not drawn)	-0.1	0.8	-3.6	1.9	0.683	-18.9	-4.3	-0.8	-0.4
CN(C)c1ncnc2c1NC1=C(S2)C(=NCCCC(=O)O)CC(C)(C)C1	5.2	-2.5	-0.5	12.4	0.308	-8.6	-10.5	-3.5	0.1
CCN(CC)S(=O)(=O)c1cccc(NC(=O)C2SC(=Nc3ccc(C)cc3C)C(C(=O)NC(C)COC)=C2N)c1 (stereo not drawn)	5.1	-24.7	-1.6	11.5	0.0365	-7.2	-4.0	-3.0	1.0
O=C(CSCc1c(Cl)cccc1Cl)NN=C1CCCC1	-3.2	-0.7	-1.1	2.2	0.207	-1.9	3.8	-0.2	2.6
COc1ccc(/C=N/NC(=O)CN(c2ccc(OC)cc2)S(=O)(=O)c2ccccc2)cc1	-1.2	17.5	-0.6	10.5	-1.2	/	/	1.3	1.1
CCC1(Cc2ccccc2)NC(=O)c2ccccc2O1 (stereo not drawn)	-1.6	14.8	-2.9	5.5	-0.84	-3.1	/	-0.1	1.2
